ADAM17 inh: inhibitors of human ADAM17; P78536; recombinant ADAM17, EDANS/DABCYL FRET peptide cleavage; inhibition, % at 6.95 µM; 370,000 tested, 0.83% active;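 active means inhibition above the mean of compounds lying between control limits plus 3 SD, set per campaign, cut at about 8.5% in these data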;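 further: 0% = DMSO-only wells as the low control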
GAA850 FXN act: increases GAA850 frataxin promoter reporter activity; 360,000 tested, 0.56% active; activation, % at 6 µM; HEK293 lucGAA850 FXN promoter luciferase reporter, 24 h; percent of 10 µM SAHA response; AID 540364;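 active means activation above the average of all compounds screened plus 3 SD, cutoff fixed separately per campaign, cut at about 7.5% in these data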;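 further: 0% = DMSO wells and 100% = 10 µM SAHA wells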
hcDAF12 agonist: H. contortus DAF-12 activation, primary screen; 370,000 tested, 1.4% active; AID 652067; HEK293 hcDAF-12 lit1-tk-luc reporter, luminescence; 0% DMSO, 100% Δ7-dafachronic acid; activation, % at 6.8 µM;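 active means activation above the mean of all tested compounds plus 3 SD, cut at about 5.5% in these data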;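 further: 100% = response to 3 µM Δ7-dafachronic acid high control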
hgDAF12 agonist: agonists of H. glycines DAF-12 nuclear receptor. 370,000 tested, 1.8% active. HEK293 GAL4-hgDAF12 UAS-luciferase reporter, agonist luminescence; normalized to butyrate control. activation, % at 6.8 µM;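 active means activation above a cutoff set at the mean of all screened compounds plus 3 SD, cut at about 10% in these data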;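 further: 0% = DMSO wells and 100% = sodium butyrate wells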
DAX1 inh-1: DAX1 (NR0B1) inhibition, primary screen. HEK293T StAR-luciferase reporter, SF-1/DAX-1 repression relief. inhibition, % at 6.8 µM. 370,000 tested, 1.1% active. AID 652010;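 active means inhibition above the mean over all tested compounds plus 3 SD, cut at about 3.6% in these data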;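 further: 0% = DAX-1 cells with DMSO and 100% = cells lacking DAX-1 with DMSO; higher inhibition means more luminescence from relief of DAX-1 repression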
GC-A act: GC-A (human) enzyme activation; P16066; activation, % at 10 µM; HEK293 GC-A cells, cGMP TR-FRET, EC30 ANP; 0% at EC30 ANP, 100% saturating ANP; 370,000 tested, 0.14% active; in the data active means activation above about 40%
ssDAF12 agonist: activates DAF-12 receptor from parasite S. stercoralis | HEK293 ssDAF-12/GRIP1 lit1-tk-luc reporter, luminescence; % of 3 µM dafachronic acid response | activation, % at 6.8 µM | 370,000 tested, 1% active;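 active means activation above the mean over all tested compounds plus 3 SD, cut at about 0.9% in these data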;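 further: 0% = DMSO-only wells and 100% = 3 µM delta7-dafachronic acid wells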
PG9 Ab binder: PG9 antibody binding by small molecule; TR-FRET gp120-PG9 antibody binding; 360,000 tested, 0.43% active; inhibition, % at 6.7 µM; in the data active means inhibition above about 8.5%
DAX1 inh-2: NR0B1 (DAX1) inhibition; P51843; 340,000 tested, 0.99% active; AID 504766; inhibition, % at 6.75 µM; HEK293 Gal4-DAX1 luciferase reporter, luminescence;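 active means inhibition above the mean over all tested compounds plus 3 SD, cut at about 4.2% in these data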;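 further: 0% = DAX1-transfected cells with DMSO and 100% = empty-vector control cells with DMSO; inhibition shows as a rise in luminescence from relieved DAX1 repression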
Target sequence (P51843 207-470 limits assumed): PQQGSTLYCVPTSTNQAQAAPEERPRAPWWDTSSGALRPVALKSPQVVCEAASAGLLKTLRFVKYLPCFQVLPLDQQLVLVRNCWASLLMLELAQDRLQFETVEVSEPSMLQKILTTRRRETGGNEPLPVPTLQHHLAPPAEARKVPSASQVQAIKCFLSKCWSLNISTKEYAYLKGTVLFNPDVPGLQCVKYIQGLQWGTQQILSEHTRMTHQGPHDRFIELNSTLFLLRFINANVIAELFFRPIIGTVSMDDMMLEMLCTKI
SMARCA2 activ: SMARCA2 function activation, primary screen; AID 652017; MG213 cells, MMTV-luciferase reporter, dexamethasone, overnight; activation, % at 9.1 µM; 370,000 tested, 1% active; in the data active means activation above about 7.8%;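 further: 0% = vehicle wells and 100% = reference activator wells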
ADAM10 inh: inhibits human ADAM10; O14672; recombinant ADAM10, EDANS/DABCYL FRET peptide cleavage, 3 h; inhibition, % at 7 µM; 370,000 tested, 0.62% active;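 active means inhibition above a per-campaign cutoff equal to the mean of compounds falling between control-based bounds plus 3 SD, cut at about 20% in these data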;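 further: 0% = DMSO wells while the 100% control is not disclosed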
Target sequence (O14672 214-748 limits assumed): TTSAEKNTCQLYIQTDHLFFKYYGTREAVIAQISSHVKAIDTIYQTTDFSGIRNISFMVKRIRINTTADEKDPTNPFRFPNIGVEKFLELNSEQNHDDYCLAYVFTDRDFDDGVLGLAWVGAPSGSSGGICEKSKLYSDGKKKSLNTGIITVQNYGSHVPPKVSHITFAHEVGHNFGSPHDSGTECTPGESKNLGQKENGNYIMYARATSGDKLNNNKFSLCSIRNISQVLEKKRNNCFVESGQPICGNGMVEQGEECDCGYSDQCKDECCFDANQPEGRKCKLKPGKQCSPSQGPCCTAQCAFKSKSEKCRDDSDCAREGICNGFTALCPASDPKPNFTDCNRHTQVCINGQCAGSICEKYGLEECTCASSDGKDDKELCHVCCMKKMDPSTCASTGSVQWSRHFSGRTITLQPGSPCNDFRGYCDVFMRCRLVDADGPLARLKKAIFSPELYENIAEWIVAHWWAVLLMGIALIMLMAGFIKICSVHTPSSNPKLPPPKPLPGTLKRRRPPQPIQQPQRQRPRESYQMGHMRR
The depositor's hits bear a star; nt = not tested or not shown. A portion of the library; rates above refer to the full screens.

Values in the order – ssDAF12 agonist, GAA850 FXN act, SMARCA2 activ, GC-A act, PG9 Ab binder, DAX1 inh-1, hgDAF12 agonist, DAX1 inh-2, hcDAF12 agonist, ADAM10 inh, ADAM17 inh
CN1CCN(C(=O)COc2ccc(N(C)S(=O)(=O)c3ccc(F)cc3)cc2)CC1
→ -1.2, -0.2, -4, -1, -0.3, 0.9, 0.1, -0.8, -0.7, -5, -7
Cc1ccc(Cn2c(C)c3cnn(CC(=O)N4CCC5(CC4)OCCO5)c(=O)c3c2C)cc1
→ -1.7, -2.6, -2, 1, 0.8, -1.5, -2.9, -2.6, -4.5, -26, 0
O=C(c1ccc(N2CCCCCC2)c([N+](=O)[O-])c1)N1CCC2(CC1)OCCO2
→ -2.2, 1.1, -3, -1, -0.8, -1.0, -2.7, -0.1, -1.9, 6, 2
O=C1NC(=O)C(=Cc2ccc(-c3ccccc3[N+](=O)[O-])o2)C(=O)N1
→ -1.8, 1.1, -4, 38, 2.2, -0.2, -0.6, 0.5, -2.1, -11, -6
O=C(CSC1c2ccccc2-c2ccccc21)N/N=C/c1ccc(C(=O)O)cc1
→ -1.6, 2.4, -1, -1, -1.9, -0.5, -0.2, 3.5, 0.6, 2, 0
CC(=O)c1cc(C(C)=O)c(C)[n+](C)c1C
→ -0.6, 0.3, 2, 3, -0.2, 0.8, -0.1, 1.2, -0.1, 2, 0
CC(=O)Nc1ccc(OC(=O)N(C)c2ccccc2)cc1
→ -1.4, -0.3, -2, -1, 0.8, -0.3, 1.2, 0.8, -1.9, -8, -2
CCCCn1c(O)c(C(C)=NCCN2CCCCC2)c(=O)[nH]c1=O
→ -1.1, -1.3, 3, 2, 1.6, 0.0, -1.8, -0.6, 0.8, -1, 1
Cc1ccsc1C(=O)C1CCCN(CCO)C1 (configuration not stated)
→ 0.1, -1.0, 0, 3, 0.8, 0.4, -3.5, 4.8*, 0.1, -9, -5
O=C1NC(=O)C(=Cc2ccc(N3CCN(C(=O)c4ccccc4)CC3)c([N+](=O)[O-])c2)C(=O)N1
→ -0.2, 1.9, -4, -6, -1.2, -0.3, -1.4, 1.6, 0.0, 1, 0
NS(=O)(=O)c1ccc(N2CCNCC2)cc1
→ -1.9, -0.4, -1, 5, -0.2, 1.1, 1.4, 0.4, -0.8, 5, 2
Cc1ccc(/C=C2\C(=O)NC(=O)N(CCc3ccc(F)cc3)C2=O)o1
→ -1.2, 4.8, 1, 16, 1.0, -0.1, 2.3, 1.7, 1.4, -5, -3
C[C@]12CCC3C(CC[C@H]4C[C@@H](O)CC[C@]34C)C1C[C@H](Br)[C@@H]2O (some centres not stated)
→ -0.5, 1.7, -1, 0, 0.3, 0.4, -1.9, nt, -2.0, -1, -1
Cc1sc2ncn(CC(=O)N3CCC4(CC3)OCCO4)c(=O)c2c1C
→ -0.7, 0.7, 0, 10, -0.1, 0.4, -0.3, 1.4, -0.8, 3, -9
CP(=O)(Nc1ccccc1)C(Cl)(Cl)Cl (configuration not stated)
→ -0.5, 0.6, -2, 2, 0.9, 0.1, 0.6, -0.6, -0.3, -7, -7
O=c1[nH]c(=O)n(CCC2=CCCCC2)c(O)c1/C=N/N1CCOCC1
→ -1.5, 1.3, 0, -3, -2.1, 0.3, 1.5, 2.0, 0.1, 5, 0
Clc1ccc2nc3c(c(-c4ccccc4)c2c1)CNCC3
→ -0.9, -0.1, -1, -3, -0.5, 0.1, 3.1, -0.7, -2.3, -3, -1
CCOc1ccc(N2C(=O)/C(=C\c3cccs3)C(=O)NC2=S)cc1
→ -0.7, nt, 0, 8, -2.1, 0.2, 1.4, nt, -0.8, -16, -4
O=C(Cn1cc(C=C2C(=O)NC(=O)NC2=O)c2ccccc21)NCC1CCCO1 (configuration not stated)
→ -0.1, 2.1, 4, -3, 1.3, 0.0, -0.5, 0.7, -1.6, -9, -4
O=C1CN=C(c2ccccc2)c2c(sc3c2CCCC3)N1
→ -2.2, -2.5, -2, -6, -0.2, 1.3, 2.5, 0.1, -2.0, -7, -6
O=c1c2ccccc2nc(/C=C/c2ccccc2)n1-c1ccccc1O
→ -1.4, 0.0, -1, -2, -2.2, -0.7, 1.3, -0.1, -2.2, 12, 3
N#Cc1cc2c(nc1SCC(=O)Nc1ccc(Cl)cc1)C1CCN2CC1
→ -1.0, 6.9, 2, 0, -2.9, 0.3, 1.5, 3.0, 1.6, -7, -7
CCc1ccccc1NC(=O)N1C[C@H]2C[C@@H](C1)c1cccc(=O)n1C2
→ -0.9, 0.3, 1, 4, 1.5, 0.0, -1.1, 0.5, 0.6, 3, 0
Cc1ccc(Cn2cc(C=O)c(-c3ccc(C)cc3)n2)cc1
→ -0.3, 5.3, -1, 2, -0.8, 0.5, 5.6, 0.4, 0.9, 5, 1
C=CCN1C(=O)NC(=O)/C(=C/c2ccc(OC)c(COc3ccc(NC(C)=O)cc3)c2)C1=O
→ -0.9, 2.7, 1, 0, -1.8, 0.4, -0.3, 1.7, 1.3, 4, -2
CNC(=O)Oc1cccc(-c2cn3cc(Cl)ccc3n2)c1
→ 2.5*, 4.0, 4, 6, 1.5, 5.8*, 13*, -5.6, 15*, -71, -15
COc1ccc(C(c2nnnn2-c2c(C)cccc2C)N2CCC3(CC2)C(=O)NCN3c2ccccc2)cc1 (configuration not stated)
→ -1.0, nt, -6, -2, 0.3, -1.7, -2.0, nt, -1.3, 12, 5
Nc1ncc(P(=S)(N2CCOCC2)N2CCOCC2)s1
→ -1.0, 1.0, 1, 1, -2.5, 0.1, 0.2, 2.6, -0.8, 1, -1
CC12Cc3cn[nH]c3C=C1CCC1C2CCC2(C)C1CCC2(C)O (configuration not stated)
→ -1.1, 0.3, -2, -5, 0.1, 0.4, 1.4, -0.4, -1.0, 2, 0
C=CCn1c(O)c(/C=C2\C=Nc3ccccc32)c(=O)[nH]c1=O
→ -0.2, 0.1, -2, 22, -1.5, -0.3, 1.3, nt, 6.7*, -16, -2

Looked up above:
ssDAF12 agonist result of `O=C1CN=C(c2ccccc2)c2c(sc3c2CCCC3)N1` stands at -2.2
ADAM17 inh result of `O=c1[nH]c(=O)n(CCC2=CCCCC2)c(O)c1/C=N/N1CCOCC1` stands at 0

Next section.
Values in the order – ssDAF12 agonist, GAA850 FXN act, SMARCA2 activ, GC-A act, PG9 Ab binder, DAX1 inh-1, hgDAF12 agonist, DAX1 inh-2, hcDAF12 agonist, ADAM10 inh, ADAM17 inh
COc1cccc(OCC(=O)N2CCN(C)CC2)c1
→ -1.4, -2.9, 3, 3, -0.7, 0.8, 0.0, 0.2, 0.3, -1, -2
O=C(NCC(c1cccnc1)N1CCN(c2ccccc2F)CC1)Oc1ccccc1 (configuration not stated)
→ -1.0, -0.7, -5, 2, 1.6, 0.4, -1.4, -0.1, -0.8, -15, 2
O=C(O)COc1ccccc1/C=C1\C(=O)NC(=O)N(CCC2=CCCCC2)C1=O
→ -0.8, 1.9, -2, 4, -1.1, -0.1, -2.5, 1.6, -1.7, -20, -11
COc1ccc(-c2nn(CCC#N)cc2C(=O)NCc2ccccc2)cc1
→ -1.7, -0.9, 4, 4, 0.4, 0.1, -2.6, -1.0, -1.3, 4, 0
O=C1NCN(c2ccccc2)C12CCN(C(c1ccnc3ccccc13)c1nnnn1C1CCCC1)CC2 (configuration not stated)
→ -0.1, nt, -5, -2, -0.6, 1.1, 3.1, nt, 0.6, -35, -4
O=C1NCCN2CCCC12 (configuration not stated)
→ 0.0, 1.3, -2, 1, -0.2, -0.4, 3.5, 0.3, -0.2, 3, -5
CCC(=O)c1ccc(OC)c(OC)c1
→ -1.6, 1.9, 0, 0, -0.7, 1.3, 1.1, 0.6, -0.1, 2, -3
COc1cc2c(cc1OC)C(C(=O)N(C)C1CCCCC1)C1CCCCN1C2=O (configuration not stated)
→ -0.7, 0.9, 1, -5, -0.2, 0.1, -1.7, -1.2, 1.6, 0, -3
O=C(O)CCn1cc(C=C2C(=O)NC(=S)NC2=O)c(-c2cccc(Cl)c2)n1
→ -1.3, 0.1, -5, 1, -1.8, 1.0, -4.6, 0.5, -2.0, -8, -1
Cc1ccc(O)c(C(=O)c2cc(C(=O)NCc3ccccc3)c(=O)n(Cc3ccccc3)c2)c1
→ 0.2, 0.9, -2, 0, 2.2, -0.1, 0.5, 0.6, -1.6, -9, -3
C=CCC1(Nc2ccccc2)CC(C)N(C)CC1C (configuration not stated)
→ -0.4, -0.6, 1, -2, -1.2, 0.0, 2.6, 1.0, -0.5, -3, -2
O=C(c1cc(F)ccc1F)C1CCCN(Cc2cccc(Cl)c2)C1 (configuration not stated)
→ -0.9, 3.1, 1, -1, 0.5, -0.4, -4.1, 1.4, -1.0, -4, -1
COc1nc2ccccc2c(=O)n1-c1ccc(C)cc1
→ -1.3, 0.7, 1, 2, 1.8, -0.4, 0.8, 0.1, -0.6, -5, 2
COc1ccc2c(c1)c(C(=O)O)c(C)n2CC(C)C
→ -0.6, -0.8, -5, 2, -2.1, 0.8, 4.3, 1.3, -1.8, 8, 4
O=C(Cc1c(-c2ccccc2)nc2ccc(Br)cn12)N1CCCC1
→ -0.5, nt, 5, 5, -1.9, 1.8, 8.8, nt, 0.2, -32, -8
COC(=O)C1=C(c2cccc(C#N)c2)C[C@@H]2CC[C@H]1N2C(=O)NCC1CC1
→ -1.0, 1.7, 0, 1, -0.9, 0.9, -0.5, 0.8, -1.5, -1, -5
CCOc1ccc(N2C(=O)NC(=O)/C(=C\c3ccccc3[N+](=O)[O-])C2=O)cc1
→ -1.7, 1.8, -2, 4, 0.1, 0.4, -0.2, 0.3, 2.2, -13, -7
CC(=O)NCC1=C(c2ccc3ccccc3c2)C[C@@H]2CC[C@H]1N2Cc1ccco1
→ -1.0, -1.7, 6, -4, -2.0, 0.4, -0.6, -0.3, -1.1, 1, 2
COc1cccc(NP2(=O)OCC(C)([N+](=O)[O-])CO2)c1 (configuration not stated)
→ -1.1, 1.1, -2, -3, 0.7, -0.1, -0.8, 1.3, -0.2, -8, -4
COc1ccccc1-n1c(O)c(C=NCc2ccc3c(c2)OCO3)c(=O)[nH]c1=O
→ -1.0, 1.3, 0, 6, -2.3, 0.2, 0.9, 0.1, -1.8, -3, -4

Source: PubChem BioAssay
